N370S GC: N370S glucocerebrosidase modulation, Gaucher chaperone candidate; N370S GC spleen homogenate, 4MU-glucoside fluorescence; P04062; Potency, µM (highest dose often 59.4 µM), without a hit: at the top dose activity change, negative = inhibition, most hits filed as inhibitors; actives 0.092% (n = 330,000); AID 2101;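 also: 0% = full enzyme activity and -100% = no enzyme basal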
DT40 TDP1 CPT: DT40-hTDP1 cell growth loss with CPT | chicken DT40 Tdp1-/-;hTDP1 cells + 20 nM CPT, ATP luminescence, 48 h | Potency, µM (titrated, usually from 46.2 µM), for the others: top-dose activity change, negative = growth inhibition, usual class: inhibitors | actives 12% (n = 420,000) | AID 686979; also: nearly all actives have a fitted effect of over 55% in size
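Chicken DT40 Tdp1-/- cells stably complemented with human TDP1 were seeded at 400 cells/well in medium containing 20 nM camptothecin, exposed to pin-transferred compounds, and grown at 37 °C for at least 48 hr. Viability was read as ATP luminescence.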
FEN1 inhibitor: blocks human flap endonuclease 1 | Potency, µM (series often up to 114 µM), without a hit: at the highest dose activity change, negative = inhibition, usual class: inhibitors | AID 588795 | actives 0.35% (n = 390,000) | Recombinant FEN1 flap cleavage, fluorescence, 15 min | P39748; also: nearly all actives have a fitted effect of over 65% in size
Target sequence (P39748 whole entry, looked up): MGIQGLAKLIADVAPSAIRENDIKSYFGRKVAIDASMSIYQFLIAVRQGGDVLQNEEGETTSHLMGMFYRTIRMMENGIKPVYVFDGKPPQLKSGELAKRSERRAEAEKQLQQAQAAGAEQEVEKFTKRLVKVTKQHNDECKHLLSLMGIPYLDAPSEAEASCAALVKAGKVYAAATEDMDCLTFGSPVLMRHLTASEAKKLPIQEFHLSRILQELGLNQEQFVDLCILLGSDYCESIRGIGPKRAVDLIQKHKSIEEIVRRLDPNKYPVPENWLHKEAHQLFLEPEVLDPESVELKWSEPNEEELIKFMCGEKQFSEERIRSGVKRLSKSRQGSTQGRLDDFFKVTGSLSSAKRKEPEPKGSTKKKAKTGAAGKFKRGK
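Enzyme 10 nM, 15 min RT preincubation with compound; start with substrate 50 nM final; reads at 0 and 15 min; qHTS titration, four-parameter Hill fit.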
The depositor's hits bear a star; u = inconclusive; x = not tested or not shown; [ ] = another dose, or the depositor's remark. Calls follow the shape of the dose curve; as a rule, active = well fitted curve in the direction sought with a large enough effect; inconclusive = small, poorly fitted or top-dose-only effect, or another doubt; inactive = no such curve, though single readings can be large; an effect the other way counts as inactive or inconclusive. Unless noted, % is scaled to controls: 0 for no effect and ±100 for the full control effect; potency is read from the fitted curve at half-maximal effect. A portion of the library; the hit share may differ from the screen's.

canonical_smiles	FEN1 inhibitor	DT40 TDP1 CPT	N370S GC
Cc1ccc(NC(=O)C2CSC3(C)CCC(=O)N23)cc1S(=O)(=O)N1CCCCCC1 (stereo unspecified)	4%	u	x
COc1ccccc1CNC(=O)c1ccccc1N	-6%	-11%	1%
Cc1cc(=O)n2nc(N(C)CC(=O)NCc3cccc(Br)c3)sc2n1	20%	-26%	x
Cc1cccc(C)c1NC(=O)CS(=O)CC(=O)Nc1ccc(F)cc1F (stereo unspecified)	-4%	-20%	29%
O=C(Cc1c[nH]c2ccccc12)NCc1ccncc1	5%	-10%	-6%
COC(=O)c1ccc(-c2nc(CN3CCC(C(=O)N4CCOCC4)CC3)c(C)o2)cc1	12%	8%	-15%
O=C1Nc2ccccc2C(=O)N2CCC[C@@H]12	x	-9%[9.04 µM]	1%
CC(=O)c1ccc(NC(=O)CSc2nc3[nH]c(=O)cc(O)c3s2)cc1	8%	u	x

Going on with the list:
canonical_smiles	FEN1 inhibitor	DT40 TDP1 CPT	N370S GC
COc1ccccc1NC(=O)c1ccc(Cl)c(S(=O)(=O)N2CCOCC2)c1	-7%	-11%	1%
COc1ccc(CNS(=O)(=O)c2ccc(-c3ccc(=O)[nH]n3)s2)cc1OC	-2%	u	0%
O=C(NC1CCCCC1)c1cc2nc3c(c(C(F)(F)F)n2n1)CCCC3	3%	u	21%
CCCOc1ccc(C(=O)NC(=S)Nc2nc(C)c(C(=O)N(C)C)s2)cc1	13%	-25%	-1%
Cc1cnc(=O)[nH]c1SCc1ccc(C(F)(F)F)cc1	-6%	-16%	5%
CC(/C=C1\NC(=S)NC1=O)=C\c1ccccc1	-5%	u	-20%
O=CN1CCN(c2ncnc3c2nnn3Cc2c(F)cccc2Cl)CC1	-8%	14%	16%
Cc1ccc(C)c(NC(=O)CN(C)C(=O)CCN2C(=O)c3ccccc3C2=O)c1	-5%	-1%	-26%

(list continues)
canonical_smiles	FEN1 inhibitor	DT40 TDP1 CPT	N370S GC
COc1ccc(NC(=O)Cn2c(C)cc(=O)c3cccc(OC)c32)cc1	6%	1%	-3%
Cc1noc(C)c1COC(=O)Cc1ccc(Br)cc1	-5%	23%	1%
O=S(=O)(NCc1ccccn1)c1cc(C(F)(F)F)ccc1Cl	20%	u	4%
CCc1ccc(Cn2c(CNS(=O)(=O)c3ccc(Cl)s3)nc3cccnc32)cc1	-17%	16µM*	x
Cc1ccc2c(c1)nnn2C1CCN(CC(=O)Nc2ccc(F)cc2)CC1	-3%	u	-1%
COC(=O)N1CCC2(CC1)CCN(c1ccccc1)CC2	x	-15%	-20%
COc1cc(NC(=O)CSc2nnc(NC(C)C)s2)cc(OC)c1OC	13%	u	-7%
CCOC(=O)C1(Cc2ccccc2)C(=O)N(CCCN(C)C)c2ccccc21 (stereo unspecified)	-8%	-11%	x

Ordered by molar mass (highest first): part of the list above.
canonical_smiles	FEN1 inhibitor	DT40 TDP1 CPT	N370S GC
O=CN1CCN(c2ncnc3c2nnn3Cc2c(F)cccc2Cl)CC1	-8%	14%	16%
Cc1ccc2c(c1)nnn2C1CCN(CC(=O)Nc2ccc(F)cc2)CC1	-3%	u	-1%
CC(/C=C1\NC(=S)NC1=O)=C\c1ccccc1	-5%	u	-20%

Additional results follow:
canonical_smiles	FEN1 inhibitor	DT40 TDP1 CPT	N370S GC
Cc1cn(Cc2ccccc2Cn2cc(C)c(=O)[nH]c2=O)c(=O)[nH]c1=O	7%	-6%	8%
O=C(NCc1ccccn1)c1n[nH]c2ccccc12	-2%	1%	5%
Cc1ccc(C)c(N(CC(=O)NC2CCCC2)C(=O)c2oc(C(C)(C)C)cc2C)c1	-18%	8.2µM*	8%
O=C(O)CC(C(=O)O)n1nc(-c2ccccc2)cc1-c1ccccc1 (stereo unspecified)	1%	-5%	10%
CCN(CC(=O)Nc1ccccc1C(F)(F)F)C(=O)Cc1cccs1	25%	2%	x
COc1cccc(Cn2c(=O)c(-c3cccs3)nc3cnc(N(C)C)nc32)c1	x	1%	5%
Cc1ccccc1N=C1Nc2ccccc2N[C@]12C[C@H]1CCC(=O)N3CC[C@@H](C2)[C@@H]13	-2%	-5%	x
Ic1ccc(/C=C2\C=Cc3ccccc32)cc1	-6%	u	x

More structures
canonical_smiles	FEN1 inhibitor	DT40 TDP1 CPT	N370S GC
Cc1cc(C)n(CC(=O)NC2CCCCC2C)c(=O)c1C#N (stereo unspecified)	-2%	-6%	2%
CN1CCN(C(=O)/C=C/c2ccc([N+](=O)[O-])o2)CC1	16%	9.2µM*	-9%
O=C(O)c1ccc(S(=O)(=O)NCc2cccnc2)cc1	3%	7%	0%
Cc1cccc(N(CC(=O)NC(C)(C)C)C(=O)CS(=O)CC(=O)Nc2ccc(F)cc2)c1 (stereo unspecified)	0%	-9%	-3%
O=c1nc(-c2ccccc2)cc(C(F)(F)F)[nH]1	-8%	-20%	10%
O=C1c2ccccc2NC(c2ccc(O)c(O)c2)N1c1ccccc1Cl (stereo unspecified)	13%	-19%	17%
COc1ccc(CNc2ccnc(-c3ccc4c(c3)OCO4)n2)c(OC)c1	x	u	u
COc1ccc(CC(=O)NCC2CCCN(Cc3ccc(SC)cc3)C2)cc1 (stereo unspecified)	-2%	1%	-17%

Quoted from the listing:
CN1CCN(C(=O)/C=C/c2ccc([N+](=O)[O-])o2)CC1 in DT40 TDP1 CPT shows 9.2µM*
Cc1cc(C)n(CC(=O)NC2CCCCC2C)c(=O)c1C#N (stereo unspecified) in FEN1 inhibitor shows -2%

Returning to the listing, repeating the 3 entries before the break.
canonical_smiles	FEN1 inhibitor	DT40 TDP1 CPT	N370S GC
O=C1c2ccccc2NC(c2ccc(O)c(O)c2)N1c1ccccc1Cl (stereo unspecified)	13%	-19%	17%
COc1ccc(CNc2ccnc(-c3ccc4c(c3)OCO4)n2)c(OC)c1	x	u	u
COc1ccc(CC(=O)NCC2CCCN(Cc3ccc(SC)cc3)C2)cc1 (stereo unspecified)	-2%	1%	-17%
COc1ccc(OCC(=O)Nc2ccc3c(c2)OCO3)cc1	1%	0%	1%
Cc1ccc(C(=O)CCC(=O)OCC(=O)N2CCN(S(=O)(=O)c3ccc(C)cc3C)CC2)cc1	3%	-24%	x
COCCNc1nc(N)c([N+](=O)[O-])c(N2CCCCCC2)n1	1%	11%	-15%
COc1ccc(C(O)(CCC(C)C)C(CN2CCOCC2)c2ccc(Cl)cc2)cc1 (stereo unspecified)	-25%	u	-17%
CCn1c(CCl)nc2cc(S(=O)(=O)N3CCOCC3)ccc21	3%	7.3µM*	x
N#C/C(=C\c1c[nH]c2ccccc12)c1nnc2n1CCCCC2	2%	-8%	0%
O=S(=O)(c1ccccc1)c1nc(-c2ccccc2)oc1N1CCOCC1	11%	u	12%
S=C1NC2CCCCC2N1 (stereo unspecified)	6%	4%	-2%

Going on with the list.
canonical_smiles	FEN1 inhibitor	DT40 TDP1 CPT	N370S GC
CC(C)Oc1ccc(S(=O)(=O)N2CCCCC2)cc1NC(=O)CC1OC(=O)c2ccccc21 (stereo unspecified)	-1%	u	7%
CCOC(=O)CN1C(=O)CC(c2ccc([N+](=O)[O-])cc2)C1=O (stereo unspecified)	-17%	-19%	-3%
COc1cccc(NC(=S)Nc2ccc(Br)cc2Cl)c1	-18%	11%	6%
CCCn1c(=O)c2c(nc3n2CC(C)CN3Cc2ccccc2)n(C)c1=O (stereo unspecified)	3%	u	9%
Cc1ccc(NC(=O)CC2C(=O)NCCN2C(=O)c2ccc(F)cc2)cc1 (stereo unspecified)	0%	-27%	-1%
Cc1ccc(-c2nc3cc(NC(=O)c4cc5ccccc5o4)ccc3o2)cc1	-8%	-20%	x
Cc1ccc(C2(c3noc(CN4CCC(C(=O)N5CCOCC5)CC4)n3)CCCC2)cc1	0%	u	-4%
Cc1ccc(NC(=O)c2oc3ccc(S(=O)(=O)N4CCC5(CC4)OCCO5)cc3c2C)c(C)c1	-2%	8.2µM*	x

(further entries)
canonical_smiles	FEN1 inhibitor	DT40 TDP1 CPT	N370S GC
CCC(=O)N1CCc2cc(S(=O)(=O)CCC(=O)NCc3ccc(F)cc3)ccc21	-6%	6.5µM*	x
COc1ccc(OC)c(S(=O)(=O)NCC(=O)NC2CCCc3ccccc32)c1 (stereo unspecified)	-9%	5%	-3%
COc1cc(C(=O)Nc2ccc(-c3cc(C(F)(F)F)nn3-c3ccccc3)cc2)cc(OC)c1OC	2%	16µM*	x
O=C(CN1CCC(NC(=O)c2cccc(F)c2)CC1)Nc1ccc(Br)cc1	0%	u	-9%
CCc1ccc(N2CC(C(=O)NCCC3=CCCCC3)CC2=O)cc1 (stereo unspecified)	17%	11%	u
COc1cc2c(cc1OC)CN(C(=O)c1ccc3[nH]c(C)c(C)c3c1)CC2	-3%	u	-5%
COc1ccc(Cl)cc1NC(=O)Cn1c(=O)n(CCCC(=O)NCCc2ccc(OC)c(OC)c2)c(=O)c2ccccc21	8%	15µM*	x
O=C1CNC(=S)N1CCc1ccccc1Cl	-10%	-1%	0%

Not a retest: entries from further up.
canonical_smiles	FEN1 inhibitor	DT40 TDP1 CPT	N370S GC
CCC(=O)N1CCc2cc(S(=O)(=O)CCC(=O)NCc3ccc(F)cc3)ccc21	-6%	6.5µM*	x
COc1ccc(OC)c(S(=O)(=O)NCC(=O)NC2CCCc3ccccc32)c1 (stereo unspecified)	-9%	5%	-3%
COc1cc(C(=O)Nc2ccc(-c3cc(C(F)(F)F)nn3-c3ccccc3)cc2)cc(OC)c1OC	2%	16µM*	x
O=C(CN1CCC(NC(=O)c2cccc(F)c2)CC1)Nc1ccc(Br)cc1	0%	u	-9%

(more compounds)
canonical_smiles	FEN1 inhibitor	DT40 TDP1 CPT	N370S GC
COC(=O)c1cc(S(=O)(=O)NCCCN2CCCC2=O)cn1C	21%	1%	0%
CCC1CCC(C(=O)NC(CCSC)C(=O)NCCc2ccc(S(N)(=O)=O)cc2)CC1 (stereo unspecified)	3%	-18%	-5%
COC(=O)c1cn(NC(=O)c2cccnc2)c(=O)c2ccccc12	-1%	-2%	1%
Cc1ccc(-c2csc(NC(=O)c3ccc4c(=O)n5c(nc4c3)CCCCC5)n2)cc1	0%	10µM*	5%
O=C(c1ccc([N+](=O)[O-])cc1[N+](=O)[O-])N1CCc2ccccc21	5%	u	-8%
CCC(C)NCC(O)COCc1ccc(Cl)cc1 (stereo unspecified)	1%	u	-1%
NS(=O)(=O)c1ccc(NCC2COc3ccccc3O2)c([N+](=O)[O-])c1 (stereo unspecified)	6%	u	-1%
CC1CCN(C(=O)Cn2cc(C(=O)c3ccco3)c3ccccc32)CC1	-5%	-13%	-9%

(more compounds)
canonical_smiles	FEN1 inhibitor	DT40 TDP1 CPT	N370S GC
O=C(CNc1cccc2ccccc12)N/N=C/c1ccc([N+](=O)[O-])cc1	15%	-12%	1%
COc1ccc(N(C(=O)c2cc3ccccc3oc2=O)C2C=CS(=O)(=O)C2)c(OC)c1 (stereo unspecified)	5%	-10%	0%
Cc1ccc(/C(N)=N/OC(=O)CCC2CCCCC2)cc1	-9%	-1%	5%
COc1ccccc1CNC(=O)Cc1csc2nc(-c3ccc(Cl)cc3)cn12	-6%	u	x
O=C(CN1CCN(C(=O)C2CCCO2)CC1)Nc1ccc(Cl)c(Cl)c1 (stereo unspecified)	-6%	-24%	-1%
Cc1ccc(S(=O)(=O)c2c(C(=O)c3ccccc3)cnc3cc4c(cc23)OCCO4)cc1	-2%	u	13%
CC(C)(C)C1CCC2(CC1)C(Nc1cccc(C(F)(F)F)c1)=NC(=S)N2CC#N (stereo unspecified)	1%	u	4%
CCn1ccnc1CNC(=O)CC1C(=O)NCCN1CC(c1ccccc1)c1ccccc1 (stereo unspecified)	-15%	2%	-3%

Carrying on:
canonical_smiles	FEN1 inhibitor	DT40 TDP1 CPT	N370S GC
Cc1ccc(N2CC(NC(=O)c3ccco3)CC2=O)cc1 (stereo unspecified)	9%	-4%	x
COc1ccc(CN2CCC(C(=O)N3CCN(c4ccccc4F)CC3)CC2)cc1OC	1%	-13%	-1%
COc1cc(/C=N/Nc2ncnc3sc4c(c23)CCC4)ccc1O	u	u	-10%
CCc1ccc2ncc3c(-c4ccc(F)cc4)nn(CC(=O)NC4CCCCC4)c3c2c1	7%	13%	x
COC(=O)C1=C(C)NC(=O)C1(NC(=O)c1ccc(Cl)cc1)C(F)(F)F (stereo unspecified)	3%	-2%	x
O=C(N(c1ccccn1)c1ccccn1)C12CC3CC(CC(Cl)(C3)C1)C2	-1%	0%	-2%
CCc1ccc(C(=O)C(C)OC(=O)c2nn(C)c(=O)c3ccccc23)cc1 (stereo unspecified)	-14%	-22%	-8%
c1ccc(Cn2ncc3c(N4CCN(C(c5ccccc5)c5ccccc5)CC4)ncnc32)cc1	-4%	18µM*	-3%
